EBNA-1 inh: blocks EBNA-1 binding to DNA | 0.34% of 300,000 active | EBNA-1 DNA binding, fluorescence polarization | inhibition, % at 14.8 µM | AID 1950; in the data active = inhibition above about 28%
LYPLA2 inh: blocks human lysophospholipase 2, a PME1 counter-screen; O95372; recombinant LYPLA2, FP-Rh probe fluorescence polarization; inhibition, % at 5.9 µM; 0.38% of 320,000 active;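 active = inhibition above the screen-wide mean plus 3 SD, limit set per campaign, cut at about 26% in these data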;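 also: 0% = LYPLA2 with DMSO and 100% = wells lacking LYPLA2 enzyme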
Target sequence (O95372 whole entry, looked up): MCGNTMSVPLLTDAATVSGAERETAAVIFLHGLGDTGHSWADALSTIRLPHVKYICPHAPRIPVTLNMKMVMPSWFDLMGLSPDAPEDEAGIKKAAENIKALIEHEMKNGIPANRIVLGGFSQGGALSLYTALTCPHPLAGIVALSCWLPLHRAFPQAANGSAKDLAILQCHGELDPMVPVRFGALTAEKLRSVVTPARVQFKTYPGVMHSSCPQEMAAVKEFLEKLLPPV
ZTA DNA inh: ZTA (EBV) inhibition in EBNA-1 counter-screen | P03206 | ZTA-DNA binding, fluorescence polarization | inhibition, % at 11 µM | 0.15% of 320,000 active; in the data active = inhibition above about 33%
PAFAH1B3 FP inh: PAFAH1B3 (human) inhibition. Q15102. recombinant PAFAH1B3, FP-rhodamine probe, fluorescence polarization. inhibition, % at 3.39 µM. 0.28% of 340,000 active;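 active = inhibition above the screen-wide average of all tested compounds plus 3 SD, cut at about 25% in these data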;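 also: 0% = enzyme with DMSO only and 100% = wells lacking PAFAH1B3 protein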
Target sequence (Q15102 whole entry, looked up): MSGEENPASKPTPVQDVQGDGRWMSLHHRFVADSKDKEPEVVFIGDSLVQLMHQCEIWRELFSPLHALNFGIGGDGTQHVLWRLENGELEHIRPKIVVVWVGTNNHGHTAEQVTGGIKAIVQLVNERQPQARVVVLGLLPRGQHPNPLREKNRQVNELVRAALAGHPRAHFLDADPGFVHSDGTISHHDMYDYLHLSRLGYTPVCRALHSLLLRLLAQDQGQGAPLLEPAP
GSTO1 inh: GSTO1 inhibition, counter-screen for RBBP9 inhibitors; recombinant GSTO1, activity-based probe fluorescence polarization; 1.1% of 300,000 active; P78417; inhibition, % at 5.96 µM;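 active = inhibition above the campaign mean inhibition plus 3 SD, cut at about 35% in these data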;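 also: 0% = GSTO1-1 with DMSO and 100% = wells lacking GSTO1-1 enzyme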
Target sequence (P78417 whole entry, looked up): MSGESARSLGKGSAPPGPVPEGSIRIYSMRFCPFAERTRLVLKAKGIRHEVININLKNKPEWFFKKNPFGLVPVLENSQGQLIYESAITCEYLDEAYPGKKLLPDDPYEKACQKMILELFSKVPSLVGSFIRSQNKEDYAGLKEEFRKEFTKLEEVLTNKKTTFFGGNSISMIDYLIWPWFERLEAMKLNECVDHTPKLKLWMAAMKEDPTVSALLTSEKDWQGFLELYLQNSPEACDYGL
LYPLA1 counter: blocks human lysophospholipase 1, a PME1 counter-screen; O75608; recombinant LYPLA1, FP-Rh probe fluorescence polarization; inhibition, % at 5.9 µM; 0.16% of 320,000 active;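 active = inhibition above the mean of all tested compounds plus 3 SD, set per campaign, cut at about 14% in these data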;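 also: inhibitors block serine hydrolase probe labeling of LYPLA1 so polarization falls; 0% = enzyme with DMSO and 100% = wells lacking LYPLA1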
Target sequence (O75608 whole entry, looked up): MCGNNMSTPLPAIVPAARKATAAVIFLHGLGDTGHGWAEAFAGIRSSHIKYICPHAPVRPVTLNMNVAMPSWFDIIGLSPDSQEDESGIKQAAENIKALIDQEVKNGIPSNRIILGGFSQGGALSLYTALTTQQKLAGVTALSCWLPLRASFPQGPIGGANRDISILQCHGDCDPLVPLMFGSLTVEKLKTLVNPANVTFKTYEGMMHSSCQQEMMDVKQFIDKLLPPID
PAD4 FP inh: blocks human protein arginine deiminase 4. Q9UM07. 0.41% of 330,000 active. inhibition, % at 6.36 µM. recombinant PAD4, RCA probe fluorescence polarization;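 active = percent inhibition above a cutoff equal to the mean of all tested compounds plus 3 SD, cut at about 15% in these data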;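 also: 0% = PAD4 with RCA probe and DMSO and 100% = probe without PAD4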
PREPL inh: inhibits the human prolyl oligopeptidase-like enzyme; Q4J6C6; recombinant PREPL, fluorescence polarization activity-based probe; inhibition, % at 5.96 µM; 0.68% of 320,000 active; in the data active = inhibition above about 43%;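 also: 0% = enzyme with DMSO and 100% = wells lacking enzyme; many of its hits are not listed in these tables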
PAFAH2 FP inh: PAFAH2 (human) inhibition; Q99487; recombinant PAFAH2, FP-rhodamine activity probe, fluorescence polarization; inhibition, % at 3.39 µM; 0.99% of 340,000 active; AID 492956;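 active = inhibition above the mean over all tested compounds plus 3 SD, cut at about 30% in these data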;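 also: inhibitors block probe labeling of enzyme so polarization drops; 0% = enzyme with DMSO and 100% = wells lacking PAFAH2 protein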
* = called active by the depositor; · = not tested or not shown.

SMILES	EBNA-1 inh	LYPLA2 inh	ZTA DNA inh	PAFAH1B3 FP inh	GSTO1 inh	LYPLA1 counter	PAD4 FP inh	PREPL inh	PAFAH2 FP inh
Cc1cccc(CCNC(=O)C2CCC(=O)N2Cc2ccc(F)cc2)c1 (stereo unspecified)	9	2	18	0	2	1	7	5	-8
Cc1ccc(-n2c(SCCN)nnc2-c2cccc(C)c2)cc1	-5	11	-6	7	1	1	3	1	6
CS(=O)(=O)N(C(=O)NC(=O)NC12CC3CC(CC(C3)C1)C2)C1CCCCC1	-5	7	-18	11	9	2	2	14	0
Cc1ccc(S(=O)(=O)N2CCOCC2)cc1C(=O)NCc1cccs1	-7	3	1	-3	7	8	0	-6	5
Cc1ccc2c(c1)N(CCC(=O)NCc1ccccn1)C(=O)CO2	10	3	2	-4	-6	-3	-4	0	-2
C=CCn1c(SCn2nnc3ccccc3c2=O)nnc1C1CCCCC1	11	-3	5	-6	5	-2	2	2	5
CCCCC12CN3CC(C)(CN(C1)C31C(=O)N(C)c3ccc(C)cc31)C2=O (stereo unspecified)	3	8	13	11	0	2	3	6	-2
CN(C)c1ccc(/C=C(/C(=O)c2ccc(Cl)cc2Cl)n2cncn2)cc1	1	-5	10	7	5	-2	-10	16	2
CC(NC(=O)COc1ccccc1)C1COc2ccccc2O1 (stereo unspecified)	-8	-2	-6	6	5	-1	-1	-59	-4
CN(C(=O)c1cnc(N2CCN(c3ncccn3)CC2)c2ccccc12)c1ccc(Cl)cc1	-9	-5	-6	-4	-1	3	-1	-75	5
COc1ccc([N+](=O)[O-])cc1NC(=O)C(C)N1CCCC1 (stereo unspecified)	-6	-3	1	2	-6	-6	-3	10	8
COC(=O)Nc1nncs1	4	-3	4	2	-2	-3	0	-5	5
Cc1ccc(CS(=O)(=O)CCC(=O)NCCc2ccccc2)cc1	-3	10	-13	1	-2	4	-3	-27	3
COC(=O)c1[nH]c2cc(OC)ccc2c1N=CN(C)C	9	0	2	3	8	1	-4	-4	-5
COc1cccc(NC(=O)c2oc3ccc(S(=O)(=O)N4CCOCC4)cc3c2C)c1	-1	4	7	-4	-14	-3	0	-2	-2
Cc1ccccc1NC1=C(Cl)C(=O)N(C2CCCCC2)C1=O	-14	-5	-8	-4	9	1	2	-3	-4
COC(c1ccccc1)c1nnc(CCC(=O)N(C)CCc2ccccc2)o1 (stereo unspecified)	2	-1	7	6	5	-1	0	-3	8
CC(C)c1nc(C(=O)N2CCCC(N3CCN(c4cccc(Cl)c4)CC3)C2)cs1 (stereo unspecified)	11	4	-4	2	1	3	4	23	-5
O=C(CSc1n[nH]c(-c2ccco2)n1)Nc1ccccc1F	2	5	6	4	5	2	-2	-4	2
Cc1ccccc1NC(=O)Nc1cc(S(N)(=O)=O)ccc1C	-4	-5	1	4	5	-2	-2	21	-8
O=C(Nc1nnc(-c2ccco2)o1)C1CC1	-9	3	-12	5	-6	4	0	14	-3
CCOC(=O)N/N=C/c1ccc(OCCSc2ccc(Cl)cc2)c(OC)c1	-8	5	-8	3	2	-3	0	21	1
CC1(C)C(=O)NCCN1C(=O)CSc1nccc(-c2ccc(Br)cc2)n1	2	3	-8	6	-2	-5	-3	8	6
COCCNC(=S)N/N=C(\C)c1ccc(Cl)c(Cl)c1	-7	-4	1	1	10	0	0	-12	9
O=Cc1ccc(OCC(=O)NC(=O)NC2CCCCC2)cc1	4	6	-16	-2	0	0	1	2	-6
Cc1cc(OC(C)C(=O)NCCCn2ccnc2)c2c(C)c(C)c(=O)oc2c1 (stereo unspecified)	-4	2	16	2	0	1	-2	12	-5
CCn1cc(C(=O)OCC(=O)N(C)Cc2ccccc2)c(=O)c2ccc(C)nc21	-10	8	-12	3	8	-1	-3	6	4
Cc1cc2nnc(SCC(=O)Nc3ccc(Cl)cc3)n2c(N)n1	9	1	3	5	-3	3	1	-6	2
CC(C)(C)OC(=O)C[C@@H]1C/C=C\C[C@H](CC(=O)N(CCO)Cc2ccccc2)C(=O)N[C@@H](c2ccccc2)COC1=O	·	·	·	1	·	·	1	15	8
CCCNC(=O)CCc1cc(C(C)(C)C)c(O)c(C(C)(C)C)c1	1	6	-10	-1	3	2	1	3	-3

Two of these compounds in another layout:
Fields – EBNA-1 inh	LYPLA2 inh	ZTA DNA inh	PAFAH1B3 FP inh	GSTO1 inh	LYPLA1 counter	PAD4 FP inh	PREPL inh	PAFAH2 FP inh
CC(C)c1nc(C(=O)N2CCCC(N3CCN(c4cccc(Cl)c4)CC3)C2)cs1 (stereo unspecified)
    11	4	-4	2	1	3	4	23	-5
O=C(CSc1n[nH]c(-c2ccco2)n1)Nc1ccccc1F
    2	5	6	4	5	2	-2	-4	2

Further records follow.
SMILES	EBNA-1 inh	LYPLA2 inh	ZTA DNA inh	PAFAH1B3 FP inh	GSTO1 inh	LYPLA1 counter	PAD4 FP inh	PREPL inh	PAFAH2 FP inh
COc1ccc2[nH]c(C(=O)N3CCC(n4nccc4NC(=O)C4CC4)CC3)c(C)c2c1	-4	0	4	1	-1	-2	1	0	-3
Cc1ccc(C(=O)Nc2nc(-c3ccccc3)c(-c3ccccc3)o2)cc1	5	-22	19	5	-11	-14	0	4	-9
Cc1cccc(-c2noc(CCC(=O)NCc3ccccc3)n2)c1	-5	6	16	1	16	2	-2	8	9
CCCCCCCCC(NC(=O)c1ccc(C#N)cc1)C(=O)NCCC (stereo unspecified)	·	22	1	10	·	4	1	4	9
CCCSc1nc(SCC(=O)NCc2ccccc2)c2c3c(sc2n1)COC(C)(CC)C3 (stereo unspecified)	8	-5	0	0	1	-14	5	0	-1
Nc1ncnc2c1ncn2[C@@H]1O[C@H](CNCc2ccccc2OCC(=O)N2CCCCC2)[C@@H](O)[C@H]1O	·	·	·	2	·	·	2	16	1
Cc1ccc(S(=O)(=O)/N=C(/Nc2nc(C)cc(C)n2)N2CCOCC2)cc1	1	1	-7	0	1	-2	1	6	-6
COc1ccc(C(=O)NC2CCN(C(=S)Nc3ccccc3)CC2)cc1	-6	4	3	5	1	4	-11	7	-11
CC(C)C(C)NC(=O)CN1C(=O)NC2(CCCc3ccccc32)C1=O (stereo unspecified)	-1	-1	1	-2	0	-3	-1	-8	-4
O=C(CN1C(=O)CC(c2ccco2)Sc2ccccc21)Nc1ccc2c(c1)OCCO2 (stereo unspecified)	4	3	-1	10	3	-3	-9	-4	4
CC1CCCN(C(=O)CNC(=O)c2ccco2)C1 (stereo unspecified)	1	5	-9	2	3	3	3	4	3
O=C(O)C1=C(Nc2ccccc2)OCC1=O	0	4	8	-7	2	4	0	-1	11
O=C(OCc1nnc(-c2ccccc2)o1)c1ccc2ccccc2n1	-4	-3	-3	3	-2	-2	-5	-18	18
O=C(CSc1ccc2nnc(-c3ccc(F)cc3)n2n1)N1CCOCC1	0	5	1	11	4	-2	-2	10	0
COc1ccc2c(c1)N(C)/C(=C1/SC(=S)N(NC(C)=O)C1=O)S2	-4	-2	-7	-1	8	0	-8	17	3

Reformatted: 17 of the compounds above.
| SMILES | EBNA-1 inh | LYPLA2 inh | ZTA DNA inh | PAFAH1B3 FP inh | GSTO1 inh | LYPLA1 counter | PAD4 FP inh | PREPL inh | PAFAH2 FP inh |
| --- | --- | --- | --- | --- | --- | --- | --- | --- | --- |
| Cc1cc(OC(C)C(=O)NCCCn2ccnc2)c2c(C)c(C)c(=O)oc2c1 (stereo unspecified) | -4 | 2 | 16 | 2 | 0 | 1 | -2 | 12 | -5 |
| CCn1cc(C(=O)OCC(=O)N(C)Cc2ccccc2)c(=O)c2ccc(C)nc21 | -10 | 8 | -12 | 3 | 8 | -1 | -3 | 6 | 4 |
| Cc1cc2nnc(SCC(=O)Nc3ccc(Cl)cc3)n2c(N)n1 | 9 | 1 | 3 | 5 | -3 | 3 | 1 | -6 | 2 |
| CC(C)(C)OC(=O)C[C@@H]1C/C=C\C[C@H](CC(=O)N(CCO)Cc2ccccc2)C(=O)N[C@@H](c2ccccc2)COC1=O | · | · | · | 1 | · | · | 1 | 15 | 8 |
| CCCNC(=O)CCc1cc(C(C)(C)C)c(O)c(C(C)(C)C)c1 | 1 | 6 | -10 | -1 | 3 | 2 | 1 | 3 | -3 |
| COc1ccc2[nH]c(C(=O)N3CCC(n4nccc4NC(=O)C4CC4)CC3)c(C)c2c1 | -4 | 0 | 4 | 1 | -1 | -2 | 1 | 0 | -3 |
| Cc1ccc(C(=O)Nc2nc(-c3ccccc3)c(-c3ccccc3)o2)cc1 | 5 | -22 | 19 | 5 | -11 | -14 | 0 | 4 | -9 |
| Cc1cccc(-c2noc(CCC(=O)NCc3ccccc3)n2)c1 | -5 | 6 | 16 | 1 | 16 | 2 | -2 | 8 | 9 |
| CCCCCCCCC(NC(=O)c1ccc(C#N)cc1)C(=O)NCCC (stereo unspecified) | · | 22 | 1 | 10 | · | 4 | 1 | 4 | 9 |
| CCCSc1nc(SCC(=O)NCc2ccccc2)c2c3c(sc2n1)COC(C)(CC)C3 (stereo unspecified) | 8 | -5 | 0 | 0 | 1 | -14 | 5 | 0 | -1 |
| Nc1ncnc2c1ncn2[C@@H]1O[C@H](CNCc2ccccc2OCC(=O)N2CCCCC2)[C@@H](O)[C@H]1O | · | · | · | 2 | · | · | 2 | 16 | 1 |
| Cc1ccc(S(=O)(=O)/N=C(/Nc2nc(C)cc(C)n2)N2CCOCC2)cc1 | 1 | 1 | -7 | 0 | 1 | -2 | 1 | 6 | -6 |
| COc1ccc(C(=O)NC2CCN(C(=S)Nc3ccccc3)CC2)cc1 | -6 | 4 | 3 | 5 | 1 | 4 | -11 | 7 | -11 |
| CC(C)C(C)NC(=O)CN1C(=O)NC2(CCCc3ccccc32)C1=O (stereo unspecified) | -1 | -1 | 1 | -2 | 0 | -3 | -1 | -8 | -4 |
| O=C(CN1C(=O)CC(c2ccco2)Sc2ccccc21)Nc1ccc2c(c1)OCCO2 (stereo unspecified) | 4 | 3 | -1 | 10 | 3 | -3 | -9 | -4 | 4 |
| CC1CCCN(C(=O)CNC(=O)c2ccco2)C1 (stereo unspecified) | 1 | 5 | -9 | 2 | 3 | 3 | 3 | 4 | 3 |
| O=C(O)C1=C(Nc2ccccc2)OCC1=O | 0 | 4 | 8 | -7 | 2 | 4 | 0 | -1 | 11 |

Remaining list, next part.
SMILES	EBNA-1 inh	LYPLA2 inh	ZTA DNA inh	PAFAH1B3 FP inh	GSTO1 inh	LYPLA1 counter	PAD4 FP inh	PREPL inh	PAFAH2 FP inh
COc1cc(NC2c3ccccc3C(=O)N2Cc2ccccc2)cc(OC)c1OC (stereo unspecified)	-7	-3	-22	8	11	-1	-1	12	-2
COc1ccccc1NC(=O)COc1ccc(C(F)(F)F)cc1[N+](=O)[O-]	-1	4	8	7	-6	1	-2	-6	0
Cc1cccc(-c2nc3ccccc3c(=O)n2NC(=S)N(C)C)c1	3	-6	-4	10	1	-4	0	-3	4
CN(C)CCCn1c(=O)n(Cc2ccccc2)c(=O)c2c3c(sc21)CCCCC3	1	-2	-7	5	1	-3	-2	34	-2
Cc1noc(C)c1C(=O)Nc1c(F)cc(F)cc1Br	1	4	-8	4	3	-2	-7	6	-3
CC1CCCC(NC(=O)COC(=O)CCC2CCCC2)C1C (stereo unspecified)	0	1	-6	-4	12	-3	0	-6	-6
COc1ccccc1-n1nnnc1SCC(=O)N(C)C1CCS(=O)(=O)C1 (stereo unspecified)	·	-1	-1	3	·	1	3	-3	-2
CCOc1ccc(S(=O)(=O)Nc2nc3ccccc3nc2-n2ccc(=NC(=O)c3ccccc3C)cc2)cc1	4	-4	4	21	-7	-3	2	28	3

Not all compounds are listed; the hit share may differ from the screen's.
